Screening data from PubChem BioAssay.
ARNT TACC3 PPI – disruptors of ARNT/TACC3 protein interaction, primary screen, biochemical, AlphaScreen, single concentration; 390,000 tested, 0.66% active; inhibition, % at 9.99 µM; AlphaScreen His-ARNT PAS-B/GST-TACC3 binding, luminescence; TACC3 fragment carries E629A point mutation;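 active = mean inhibition of replicates at least 50% and at least half of replicates each reaching 50%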;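 note: 0% = complete ARNT plus TACC3 wells and 100% = ARNT alone without TACC3; many hits fall short of the cut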
LGR2 inh – inhibitors of bursicon-induced LGR2 CRE-luciferase signal, primary screen, cell-based, HEK293, CRE-luciferase reporter, bursicon stimulation; bursicon-stimulated, 4 h; inhibition, % at 9.99 µM; 380,000 tested, 0.35% active; AID 720647, 2013; Drosophila bursicon receptor LGR2 (rickets);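 active = drop in luminescence signal, shown as inhibition above about 50% in the replicate tests, limit read from the data, passing the limit was not always enough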;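 note: agonist challenge used bursicon conditioned medium at about half maximal strength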
Statin myotox sup – suppressors of statin myotoxicity in C2C12 myotubes, primary screen, cell-based, single point, plate reader; C2C12 myotubes + simvastatin, ATP luminescence, 48 h; scaled: DMSO 0, geranylgeraniol control 100; rescue of ATP level, % at 7.49 µM; 330,000 tested, 0.78% active; AID 602340, 2012;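 active = mean ATP rescue above about 67%, or every replicate alone reaching that limit, limit read from the data, passing the limit was not always enough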;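 note: myotubes were challenged with 10 µM simvastatin during compound exposure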
Cneo AK release – Cryptococcus neoformans cell lysis inducers, primary screen, AK release luminescence, single concentration. C. neoformans lysis, adenylate kinase release luminescence, 4 h; normalised: neutral wells 0, clomiphene wells 100. lysis activity, % at 15 µM. 360,000 tested, 0.2% active. AID 651654, 2012;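 active = mean lysis activity across replicates of at least 80%, whatever share of replicates individually reach that level; inactive = mean lysis activity below 80%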
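Signal: Adenylate kinase release luminescence | Assay system: Log-phase Cryptococcus neoformans yeast cells | Input: Cells at 5 × 10^6 per mL | Buffer or medium: Fresh YPD growth medium | Compound: Single dose | Schedule: Static 4 h at 37 °C with compound, 1 h detection | Controls: Clomiphene | Read-out: Luminescence rise reflecting yeast cell lysis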
PGC1a acetyl inh – inhibitors of PGC1a acetylation signal, primary screen, cell-based, U2OS, AlphaScreen, inhibitor mode; AlphaScreen anti-acetyl-lysine; with virally co-expressed GCN5 acetyltransferase; inhibition, % at 15.6 µM; 350,000 tested, 0.17% active; AID 651687, 2012;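 active = every replicate shows inhibition of at least 40%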;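 note: 0% = neutral control wells and 100% = positive control wells; some results beyond the cut were filed as inactive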
PglD DTNB – C. jejuni PglD acetyltransferase inhibitors, primary screen, biochemical, DTNB colorimetric, single point; inhibition, % at 12.5 µM; purified PglD enzyme, DTNB colorimetric CoA detection; UDP-N-acetylbacillosamine N-acetyltransferase PglD (Campylobacter jejuni); 360,000 tested, 0.098% active; in the data active = inhibition above about 16%, passing the limit was not always enough; note: strong numbers were not always called active
INS-1E GSIS act – GLuc luminescence reporter in INS-1E cells, primary screen for activators of glucose-dependent secretion of insulin; activation, % at 16.6 µM; AID 743287, 2014; INS-1E GLuc reporter insulin secretion, 2-3 h; 370,000 tested, 0.61% active;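 active = lowest replicate activation of at least 40%, so every replicate reaches that level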;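 note: 0% = median of neutral control wells and 100% = median of IBMX positive control wells; some compounds called inactive have numbers as strong as hits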
PAX8 reporter – inhibitors of PAX8-driven TPO luciferase reporter, primary screen, RMG-I cells, single concentration | AID 652154, 2013 | inhibition, % at 12.6 µM | SteadyGlo, 24 h | 360,000 tested, 1.2% active;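 active = mean replicate inhibition at least 60% with every replicate also reaching 60%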;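 note: luciferase light reporting Pax8 driven TPO promoter activity; plate controls were median of neutral control wells for no effect and mitoxantrone controls for full effect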
The depositor's hits bear a star; nt = no result given; & = joins results of further samples.

Compound,ARNT TACC3 PPI,LGR2 inh,Statin myotox sup,Cneo AK release,PGC1a acetyl inh,PglD DTNB,INS-1E GSIS act,PAX8 reporter
CC(NC(=O)C(C)(C)C)C(c1cccs1)N1CCN(Cc2ccccc2)CC1 (stereo not drawn),-1.2,-11.8,-43.6,-0.3,-2.2,-4.3,-3.6,-2.9
COc1ccc(OC)c(CNC(=O)C(C)n2nc(C)c3c(C)n(-c4ccccc4)nc3c2=O)c1 (stereo not drawn),2.1,11.0,-0.2,-0.1,-6.5,-3.0,8.8,15.0
CC(=O)Nc1ccccc1OC(C)C(=O)N1CCC(C)CC1 (stereo not drawn),4.7,16.1,nt,nt,nt,nt,-4.8,15.6
COc1ccc(CC(=O)N/N=C(/C)c2ccco2)cc1,-0.2,1.2,nt,nt,nt,nt,-1.7,2.7
Cc1noc(C)c1NC(=O)N(C)C[C@H]1OCCCC[C@H](C)Oc2ccc(NC(=O)c3ccccc3)cc2C(=O)N([C@@H](C)CO)C[C@H]1C,-2.3,3.9,nt,-1.3,11.8,-4.5,22.0,-0.3
CCOC(=O)N/N=C/c1ccccc1F,-6.8,-19.7,-15.2,-2.9,0.3,-4.6,19.2,nt
COc1cc([N+](=O)[O-])c2nc(C(=O)O)ccc2c1,2.4,11.1,nt,nt,nt,nt,-11.7,29.3
CCCCOc1ccc(C(=O)Nc2ccc(C)cc2[N+](=O)[O-])cc1,18.4,-7.3,nt,nt,nt,nt,22.0,35.6
O=C(/C=C/c1ccccc1Cl)N1CCOCC1,-4.6,-26.3,-1.9,-1.9,-19.3,0.3,12.3,3.8
COc1ccc(NC(=O)c2ccc3c(c2)N(C)CCS3)cc1,-3.6,-61.8,11.4,-0.4,nt,-1.3,26.5,-93.6
C/C(=C\c1cc2ccccc2o1)C1Nc2cccc3cccc(c23)N1,-8.1,nt,-7.6,0.1,nt,4.4,nt,-2.7
Cc1[nH]n(C(C)(C)C)c(=O)c1Sc1ccc(Cl)cc1,-11.3,nt,25.9,-1.5,nt,2.9,nt,11.7
COCCNC(=O)CCC1CCN(Cc2cccc(-c3ccc(C)o3)c2)CC1,8.5,2.8,-5.1,1.2,3.8,5.7,5.6,-11.5
O=C(C[C@@H]1CC[C@@H]2[C@H](COC[C@@H](O)CN2Cc2cc(F)ccc2F)O1)N[C@@H]1CCN(Cc2ccccc2)C1,17.2,13.9,-26.9,-1.2,-7.9,-4.2,4.3,16.3
CC(C)CNC(=S)NC(=O)c1ccc(Cl)cc1,-12.7,-77.2,nt,nt,nt,nt,-8.0,-159.7
CNC[C@H]1OCCCC[C@@H](C)Oc2ccc(NC(=O)Nc3c(C)noc3C)cc2C(=O)N([C@H](C)CO)C[C@H]1C,3.0,-5.8,7.1,0.0,11.3,1.0,2.2,-8.2
Cc1noc(C)c1S(=O)(=O)N(C)C[C@H]1OCCCC[C@H](C)Oc2ccc(NC(=O)Nc3ccc(F)cc3)cc2C(=O)N([C@H](C)CO)C[C@@H]1C,-2.9,1.3,nt,-0.1,9.1,-3.9,-27.9,12.0
Cc1[nH]c2ccccc2c1SCC(=O)O,0.4,nt,10.9,-0.5,nt,-0.7,nt,nt
Cc1ccc(-c2nc3c(c(=O)c4ccccc4n3C)c(=O)n2-c2ccccc2)cc1,-0.1,-14.6,nt,nt,nt,nt,11.9,1.8
COCC(=O)N1CCc2ccc(NC(=O)c3ccccc3Cl)cc2C1,-2.7,-12.3,-9.3,0.8,-5.6,6.2,3.3,-48.1
CCc1nc(N2CCCC2)c(C#N)c2c1CCCC2,nt,nt,9.3,-1.5,-14.5,-2.6,nt,0.7
CS(=O)(=O)Cc1ccc(C(=O)NC2CCN(Cc3ccccc3)C2)cc1 (stereo not drawn),9.4,1.9,-1.8,-0.8,nt,0.5,-1.4,6.5
O=C(c1cc(COc2ccccc2)on1)N1CCCC(OCc2cccnc2)C1 (stereo not drawn),-1.0,3.5,4.0,-1.5,-5.4,3.3,11.0,-3.0
CC1(C)C(=O)N(OCc2ccccc2)C(C)(C)C(=O)N1OCc1ccccc1,-5.9,nt,-2.1,0.1,-7.9,-5.4,nt,nt
NCCN1CCN(CCN)CC1,5.6,nt,10.9,-20.2,3.3,-11.0,nt,nt

Complete entries from above. Screens in order: ARNT TACC3 PPI | LGR2 inh | Statin myotox sup | Cneo AK release | PGC1a acetyl inh | PglD DTNB | INS-1E GSIS act | PAX8 reporter
`COc1ccc(OC)c(CNC(=O)C(C)n2nc(C)c3c(C)n(-c4ccccc4)nc3c2=O)c1` (stereo not drawn) in the list: 2.1 | 11.0 | -0.2 | -0.1 | -6.5 | -3.0 | 8.8 | 15.0
`COCCNC(=O)CCC1CCN(Cc2cccc(-c3ccc(C)o3)c2)CC1` in the list: 8.5 | 2.8 | -5.1 | 1.2 | 3.8 | 5.7 | 5.6 | -11.5

Continuation.
Compound,ARNT TACC3 PPI,LGR2 inh,Statin myotox sup,Cneo AK release,PGC1a acetyl inh,PglD DTNB,INS-1E GSIS act,PAX8 reporter
COc1cccc(CNC(=O)c2cccc(S(=O)(=O)N3CCN(C)CC3)c2)c1,-6.5,-19.9,4.0,-0.6,5.1,8.6,-6.1,-11.5
CCOC(=O)C(C)Oc1cccc2c(=O)n(CC(=O)N3CCc4ccccc43)ccc12 (stereo not drawn),10.9,2.5,2.2,0.8,3.7,3.1,nt,13.9
Cc1ccn(C(CC(=O)c2ccc(Br)cc2)C(=O)O)n1 (stereo not drawn),-1.9,-16.5,6.4,1.0,2.5,7.5,14.2,nt
CC(=O)Nc1nc2ccc(-c3nc4ccccc4o3)cc2s1,nt,nt,nt,-4.4,-8.0,-14.6,nt,-91.7
Cc1cccc(N(C(=O)c2sc(C)nc2C)C(C(=O)NCc2ccco2)c2ccccc2)c1 (stereo not drawn),2.6,nt,-3.8,1.6,-4.0,0.7,nt,nt
CCC(=O)n1nc(NCc2ccc(OC)c(OC)c2)nc1NCc1ccc(OC)c(OC)c1,4.9,nt,nt,-0.7,-26.9,-2.5,nt,nt
Cc1ccc2nc(Nc3ccc4[nH]c(=O)[nH]c4c3)c(-n3nc(C)cc3C)nc2c1,-0.4,nt,4.9,-25.3,nt,-5.5,nt,nt
O=C1CN(Cc2ccccc2)C[C@H]2[C@H](c3ccc(-c4ccccc4F)cc3)[C@H](CO)N12,nt,-13.1,nt,nt,10.0,nt,-7.9,7.2
Cc1nc2oc(C(=O)c3ccccc3)c(N)c2c2c1COC(C)(C)C2,-19.3,nt,nt,0.4,0.1,4.8,nt,nt
CC(=O)NC(C)Cc1cn(Cc2ccccc2)c2ccccc12 (stereo not drawn),1.7,3.4,7.1,6.9,-4.4,-0.9,-15.2,5.0
C[C@@H]1CN([C@@H](C)CO)S(=O)(=O)c2ccc(C3=CCCC3)cc2O[C@H]1CN(C)C(=O)c1ccncc1,3.7,6.9,-29.8,-2.9,3.0,-2.3,2.8,-26.9
Cc1ccc(O)c(NC(=S)NC(=O)COc2ccc(Br)cc2)c1,3.3,-8.9,nt,nt,9.1,nt,-4.4,-7.7
O=C(CN1C(=O)CSc2ccc(S(=O)(=O)N3CCCCC3)cc21)NCc1ccccc1Cl,6.1,-12.5,4.4,-0.2,4.1,-5.1,-10.6,11.1
CO[C@H]1CN(C)C(=O)c2cc(C#N)ccc2OCC[C@@H]2CC[C@@H](OC)[C@@H](CN(C)C(=O)[C@@H]1C)O2,-7.5&-7.4,1.8,45.7&-18.2,4.6&5.7,nt,2.5&0.4,-1.6,2.1&-7.8
CCCC(CCC(=O)Nc1ccn(-c2ccccc2)n1)C(=O)O (stereo not drawn),-15.7,-1.0,nt,nt,8.6,nt,15.4,-17.1
COC(=O)C1=C(C)N(CCCC(=O)O)C(=O)NC1c1ccccc1OS(=O)(=O)c1ccccc1[N+](=O)[O-] (stereo not drawn),nt,-7.6,-7.1,2.4,nt,-2.0,2.4,-8.9
C[n+]1ccn(CC(=O)c2cccs2)c1,-3.8,11.7,2.4,-3.0,4.4,-7.6,21.7,8.2
COc1ccc(NC(=O)N[C@H]2C=C[C@@H](CC(=O)NC3CCC3)O[C@H]2CO)cc1,-6.9,-9.1,-4.2,-2.0,1.2,2.0,14.0,-6.1
CC(=O)Nc1c(C)cc(S(C)(=O)=O)cc1C,-5.9,1.4,7.7,8.3,nt,4.1,18.7,1.9
O=C(Nc1cc(C(F)(F)F)cc(C(F)(F)F)c1)c1ccc(Cn2cc(C(F)(F)F)ccc2=O)cc1,3.6,nt,14.3,5.0,-3.7,-1.9,nt,7.8
Cn1c(=O)c2c([nH]c(=O)n2C)n(C)c1=O,-3.4,nt,-8.8,-2.2,-0.6,0.6,nt,-14.1
Cc1ccc2sc3ccc(NC(=O)c4ccccc4Cl)cc3c(=O)c2c1,-12.0,nt,-7.1,-3.3,-7.5,-2.6,nt,nt
COC(=O)[C@H]1[C@H]2C[C@H]3c4[nH]c5ccccc5c4CCN3C[C@@H]2CC[C@@H]1O,10.1&1.1,-6.8,5.3&1.3,-1.0&3.2,3.0&2.1,0.6&5.2,nt,-3.1&12.1
O=C(C[C@@H]1CC[C@H](NC(=O)Nc2ccc3c(c2)OCO3)[C@@H](CO)O1)NCCCN1CCOCC1,5.4,10.1,-3.3,0.3,1.0,-0.4,4.7,nt
CN1C(=O)c2cc(NC(=O)c3cccs3)ccc2OC[C@H]2O[C@@H](CC(=O)N3CCCCC3)CC[C@@H]21,-0.4,-9.3,11.1,-0.4,3.6,0.8,-4.9,-4.2
CC=Cc1ccc2n(c1=O)C[C@@H]1[C@@H](CO)[C@H](C(=O)NCC3CC3)N(Cc3nccs3)[C@H]21 (mixture of isomers),6.0,-8.0,-1.2,3.0,nt,2.1,2.0,nt
NS(=O)(=O)c1ccc(CCNC(=O)COC(=O)c2nc(Cl)ccc2Cl)cc1,-6.8,2.4,2.9,1.5,nt,nt,20.7,-7.0
C[C@@H]1CN([C@@H](C)CO)C(=O)c2cccc(NC(=O)C3CC3)c2O[C@@H]1CN(C)S(=O)(=O)c1ccccc1,-7.4,2.0,0.5,16.4,nt,-1.6,5.2,-0.8
C[C@H]1CN([C@@H](C)CO)C(=O)c2c(c3ccccc3n2C)-c2ccccc2CO[C@H]1CN(C)S(C)(=O)=O,-7.3,-5.9,1.1,-1.0,0.7,-0.5,-1.5,nt
Cc1cccc(Nc2nnc(-c3ccc(N4CCOCC4)c([N+](=O)[O-])c3)c3ccccc23)c1,nt,18.0,2.8,-2.1,-49.7,2.7,7.7,36.8
COc1ccc(CCNC(=O)NC2CCCCC2)cc1,1.6,nt,nt,0.4,nt,3.1,nt,-21.9
Cc1cc([N+](=O)[O-])nn1CC(=O)N1CCOCC1,1.6,8.4,7.0,0.3,1.2,-247.8,8.0,-7.9
COc1ccc(C(C)(C)C)cc1NC(=O)CNc1cccc2ccccc12,-4.3,-6.9,nt,nt,nt,nt,-1.4,-1.9
COc1cccc(C#Cc2ccc([C@H]3[C@@H](CO)N(C(=O)C4CCC4)[C@H]3C#N)cc2)c1,14.2,13.4,-274.4,-3.3,5.1,2.8,11.1,71.5*
